PLK1 PBD inh = inhibitors of human PLK1 polo-box domain binding; P53350; Plk1 PBD binding of FITC phosphopeptide, fluorescence polarization; Potency, µM, for inactives: max response, negative = inhibition, most hits filed as inhibitors; hit rate 2.8% among 360,000; AID 720504; note: potency is the fitted concentration of half-maximal effect; series mostly up to about 57 µM; % is set by controls: 0 for no effect and ±100 for the full control effect; nearly all actives have a fitted effect of over 65% in size
IL-2 act = IL-2 activation. AID 652025. hit rate 0.065% among 360,000. activation, % (series mostly up to about 46 µM). IL-2 activation reporter assay, cell-based qHTS; stimulated with anti-CD3/CD4/CD28 beads; in transgenic mouse T cells; in the data active = activation above about 50%; inconclusive = mostly about 30% to 49%; note: 0% is about no effect
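Unstimulated transgenic mouse T cells; 60-min compound exposure; bead-based TCR/CD4/CD28 stimulation; 18 h culture, 37 degrees C; dual fluorescence (EGFP, DsRed) plate cytometry.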
WRN inhibitor = WRN helicase (human) inhibition. WRN helicase unwinding, fluorescent forked duplex, kinetic. Potency, µM (series often up to 114 µM), without a hit: top-dose activity change, negative = inhibition, hits mostly inhibitors. hit rate 0.46% among 360,000. AID 651768; note: potency is the fitted concentration of half-maximal effect; % is set by controls: 0 for no effect and ±100 for the full control effect; nearly all actives have a fitted effect of over 55% in size
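Enzyme (20 nM final) and test compound sit together 15 min at room temperature before substrate addition. Substrate is a single-forked duplex oligonucleotide (100 nM) labelled with fluorophore and quencher, with 2 mM ATP; helicase unwinding raises red fluorescence, read kinetically.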
PI5P4K alpha inh = blocks human PI5P4K alpha kinase activity; max response, %; AID 652105; hit rate 1.2% among 330,000; PI5P4Kalpha enzyme, ADP-Glo luminescence, 60 min; stronger effect = lower value; P48426; active = max response of -50% or lower; inconclusive = between -30% and -50%; inactive = -30% or higher; note: value at the top dose of about 77 µM; % is set by controls: 0 for no effect and ±100 for the full control effect
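Controls without substrate or without enzyme flank wells where PI5P4Kalpha converts substrate using 5 microM ATP (final). Incubation lasts 60 minutes at room temperature; ADP formed is read by ADP-Glo luminescence.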
EPAC1 antagonist = antagonists of human EPAC1; Potency, µM (titrated, usually from 115 µM), without a hit: top-dose activity change, negative = inhibition, hits mostly inhibitors; O95398; hit rate 0.14% among 360,000; EPAC1 GEF assay, Rap1b-BODIPY-GDP exchange fluorescence; AID 720709;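 note: potency is the fitted concentration of half-maximal effect; plate controls were vehicle for no effect and positive control for full effect; nearly all actives have a fitted effect of over 50% in size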
EPAC2 ag = activates human EPAC2 exchange factor; Q8WZA2; EPAC2 activation, biochemical qHTS; response scale: 100% = 6.5 mM cAMP response; Potency, µM (doses to about 154 µM), for inactives: top-dose activation, usual class: activators; hit rate 0.079% among 360,000; AID 720711; note: potency is the fitted concentration of half-maximal effect; nearly all actives have a fitted effect of over 50% in size
Target sequence (Q8WZA2 whole entry, looked up): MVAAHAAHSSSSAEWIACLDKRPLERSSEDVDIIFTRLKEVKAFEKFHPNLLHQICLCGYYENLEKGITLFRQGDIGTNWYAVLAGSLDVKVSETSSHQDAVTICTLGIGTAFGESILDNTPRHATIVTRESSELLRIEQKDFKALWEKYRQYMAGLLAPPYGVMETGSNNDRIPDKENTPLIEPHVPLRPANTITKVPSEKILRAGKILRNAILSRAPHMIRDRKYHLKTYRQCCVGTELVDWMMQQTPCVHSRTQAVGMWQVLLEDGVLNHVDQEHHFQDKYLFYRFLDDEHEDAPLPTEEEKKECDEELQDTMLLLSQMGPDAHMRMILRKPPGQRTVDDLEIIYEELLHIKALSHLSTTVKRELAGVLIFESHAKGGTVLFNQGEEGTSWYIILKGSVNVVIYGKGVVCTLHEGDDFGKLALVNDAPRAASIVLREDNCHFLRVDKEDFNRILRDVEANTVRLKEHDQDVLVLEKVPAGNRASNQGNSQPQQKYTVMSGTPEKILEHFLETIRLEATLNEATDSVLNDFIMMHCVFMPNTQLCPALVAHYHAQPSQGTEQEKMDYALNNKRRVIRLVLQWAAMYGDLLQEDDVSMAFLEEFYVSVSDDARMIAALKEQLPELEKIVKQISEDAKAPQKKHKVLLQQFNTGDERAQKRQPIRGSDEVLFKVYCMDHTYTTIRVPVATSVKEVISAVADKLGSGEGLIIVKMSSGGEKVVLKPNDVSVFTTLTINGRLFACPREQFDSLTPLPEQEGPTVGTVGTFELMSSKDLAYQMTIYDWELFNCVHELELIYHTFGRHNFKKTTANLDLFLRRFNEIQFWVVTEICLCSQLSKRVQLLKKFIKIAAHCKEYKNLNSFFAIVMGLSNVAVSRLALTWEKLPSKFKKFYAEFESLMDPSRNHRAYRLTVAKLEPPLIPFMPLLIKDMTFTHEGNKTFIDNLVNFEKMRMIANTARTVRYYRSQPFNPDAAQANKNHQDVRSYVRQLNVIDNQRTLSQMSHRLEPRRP
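Each well held 100 nM EPAC2, 250 nM RAP1B-BODIPY-GDP and 50 uM GDP. Fluorescence, read at 5-min intervals to 30 min, was referenced to a 6.5 mM cAMP positive control.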
CCT chaperon mod = changes cytosolic chaperonin activity. hit rate 0.3% among 360,000. activity change, % (test concentration not listed), hits read low. purified chaperonin ATPase assay, HTRF ADP detection, 30 min; in the data active = activity change below about -30%; note: % is set by controls: 0 for no effect and ±100 for the full control effect
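Enzyme 40 or 20 nM (batch-dependent) in Tris pH 7.4/KCl/MgCl2/DTT; cpd 76 uM single point; ATP 10 uM; 30 min 37 °C; Transcreener ADP HTRF detection, 30 min RT; ratio 665/615.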
EPAC1 ag = EPAC1 (human) agonism; O95398; EPAC1 agonist qHTS, biochemical assay; response scale: 100% = response to 6.5 mM cAMP; Potency, µM (series often up to 154 µM), inactives show at the highest dose activation, hits mostly activators; hit rate 0.073% among 360,000; AID 720707; note: potency is the fitted concentration of half-maximal effect; nearly all actives have a fitted effect of over 60% in size
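Nucleotide exchange assay: 100 nM EPAC1 with 250 nM Rap1B loaded with BODIPY-GDP and 50 uM GDP, room temperature. Fluorescence (480/540 nm) read every 5 min for 30 min; signal change normalized to 6.5 mM cAMP as full agonist.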
The depositor's hits bear a star; ? = inconclusive; / = not tested or not shown; [ ] = dose if it differs, or a comment. Unless noted, calls come from the whole dose curve; as a rule, active = well fitted curve in the direction sought with a large enough effect; inconclusive = small, poorly fitted or top-dose-only effect, or another doubt; inactive = no such curve, though single readings can be large; an effect the other way counts as inactive or inconclusive.

Value order: PLK1 PBD inh	IL-2 act	WRN inhibitor	PI5P4K alpha inh	EPAC1 antagonist	EPAC2 ag	CCT chaperon mod	EPAC1 ag
> COCCN(Cc1cc2cc(C)ccc2[nH]c1=O)S(=O)(=O)c1ccc(Cl)cc1
→ -8.6%	0.8	0.8%	-0.5	0.3%	4.5%	0.6	-9.7%
> CCOc1ccc(N2C(=O)C(CC(=O)Nc3ccccc3)N(Cc3ccccn3)C2=S)cc1 (centres undefined)
→ -5.8%	-4.3	-4.5%	-12.4	-11.2%	7.3%	-0.7	-17.2%
> COc1ccc(OC)c2[nH]c(=O)c(CCNC(=O)c3ccc(S(=O)(=O)N4CCCCC4)cc3)cc12
→ -3.0%	4.1	-20.4%	-2.1	0.1%	1.7%	-2.8	-1.7%
> CC(=O)Nc1ccc(-c2ccnc3c2CC(C)(C(=O)Nc2cccc(Oc4ccccc4)c2)O3)cc1 (centres undefined)
→ 2.6%	-0.6	3.8%	-7.1	6.8%	7.1%	1.3	-13.2%
> CN1CCC(n2[nH]c(-c3ccccc3)c(Cc3ccccc3)c2=O)CC1
→ ?	-0.2	8.5%	1.8	0.7%	5.1%	1.3	10.2%
> Cc1cc(Br)cn2c(Cc3ccsc3)c(-c3cccc(Br)c3)nc12
→ 7.0%	1.0	-4.1%	4.6	10.2%	6.2%	0.3	6.8%
> Cc1ccc(/C=N/NC(=O)c2cccs2)o1
→ -13.6%	-3.4	?	3.0	-20.2%	2.8%	-2.9	-1.6%
> O=C(O)/C=C/C(=O)Nc1ccc2c(c1)C(=O)c1ccccc1C2=O
→ -6.0%	0.7	-16.2%[11.6 µM]	-64.8*	-3.6%	2.0%	1.6	-9.7%
> Cc1ccc(NC(=S)N2CCN(S(=O)(=O)c3ccccc3)CC2)cc1C
→ -4.2%	-1.0	-0.6%	-8.5	-15.9%	-0.8%	1.8	-15.6%
> CCOc1ncnc2c1oc1nc(CC(C)C)c3c(c12)CC(C)(C)OC3
→ -1.5%	-0.8	5.9%	/	6.8%	-11.4%	-0.4	2.2%
> NC1=NC(c2cn[nH]c2-c2cccc(F)c2)n2c(nc3ccccc32)N1 (centres undefined)
→ -13.2%	-0.7	-4.9%	-12.3	-9.4%	-12.7%	-2.8	-4.3%
> CC(O)CNC(=O)Cc1cc(=O)[nH]c(=O)[nH]1 (centres undefined)
→ -0.1%	1.3	0.6%	3.4	11.7%	5.6%	-3.1	-3.0%
> Cc1ccc(-n2cc3c(=O)n(C)c(=O)n(C)c3c2)cc1C
→ -1.4%	-0.1	-6.1%	-21.9	-6.1%	2.2%	-0.4	-5.7%
> O=S(=O)(NCCCO)c1ccc2c(c1)Cc1cc(S(=O)(=O)NCCCO)ccc1-2
→ -7.4%	0.8	0.6%	1.1	16.7%	-5.2%	1.2	-0.4%
> CC(=O)C(C)Oc1ccc2c3c(c(=O)oc2c1)CCCCC3 (centres undefined)
→ -6.8%	-2.7	5.2%	-1.0	-3.1%	0.8%	-1.0	5.3%
> Cc1ccc(C)c(Cn2c(=O)n(CCCC(=O)NCc3ccco3)c(=O)c3sccc32)c1
→ 29.9µM*	1.8	2.0%	-10.2	1.1%	-4.7%	0.1	-9.0%
> CN(C)C(=O)c1ccc(-n2cnc3ccccc3c2=O)cc1
→ -3.7%	-2.0	2.3%	3.1	5.9%	-5.9%	-2.9	-1.7%
> COc1ccc(O)c(C(=O)/C=C/c2cc3ccccc3o2)c1
→ -3.9%	-0.3	-8.8%	7.2	7.5%	14.3%	-4.6	3.7%
> CC(=O)NCCNC(=O)CCNC(=O)c1ccc(Cl)cc1
→ -3.4%	-1.7	-12.8%	0.7	24.7%	2.5%	4.2	2.2%
> Cc1ccccc1NC(=O)Nc1ccccn1
→ -0.8%	0.0	5.8%	-8.0	-4.2%	2.4%	-1.8	-6.2%
> COc1ccc(C(CNC(=O)CCNC(=O)c2ccccc2Cl)N2CCCC2)cc1 (centres undefined)
→ 7.6%	1.0	-3.4%	0.2	11.2%	11.8%	-0.7	15.5%
> Cc1ccc(N2CC(C(=O)Nc3nnc(SCCN4CCOCC4)s3)CC2=O)cc1 (centres undefined)
→ -8.1%	-0.2	-2.5%	-8.9	-21.2%	3.5%	1.0	9.0%
> CC(NS(=O)(=O)c1ccc(CCC(=O)N2CCN(C)CC2)cc1)c1ccccc1 (centres undefined)
→ -1.3%	-2.0	6.8%	0.4	-4.8%	12.9%	-1.8	0.3%
> COc1ccc(-c2ccc(-c3noc(-c4cccc(OC)c4)n3)c(OC)n2)cc1
→ -1.6%	0.3	-4.3%	/	-1.3%	3.7%	0.0	-1.8%
> COc1ccc(-c2nnc(SCCC(=O)O)n2-c2ccccc2)cc1OC
→ 1.3%	-3.5	-6.4%	/	16.8%	2.3%	0.6	2.3%
> Cc1cc(=O)n(-c2ccccc2Cl)[nH]1
→ -4.6%	1.3	-8.4%[11.6 µM]	-2.0	8.3%	7.4%	-4.1	7.7%
> O=C1c2ccsc2SCCN1Cc1ccc(F)cc1
→ 4.6%	-1.4	1.5%	3.4	8.7%	-1.1%	1.6	-3.2%
> CCCCC(=O)NC(c1ccc(N(C)C)cc1)c1ccc2cccnc2c1O (centres undefined)
→ 26.7µM*	-0.7	17.2%	-5.1	5.5%	-13.9%	-1.6	-17.6%
> Cc1cc(C(=O)CSc2nncs2)c(C)n1Cc1ccco1
→ -8.5%	-0.1	-1.5%	0.6	11.0%	0.4%	1.7	6.4%
> Cc1ccc(C)c(C(=O)C(C)Sc2nc3nn(-c4ccccc4)c(=O)c-3c3n2CCCCC3)c1 (centres undefined)
→ -16.8%	-5.4	14.3%	2.1	3.5%	-1.2%	-2.2	4.1%
> CCCCCCCN1CCC(=O)N([C@H](CO)CC(C)C)CC1
→ -10.3%	0.2	1.7%	-10.3	-12.3%	-1.8%	0.0	-22.3%
> COc1ccccc1Nc1nc(N)nc(CSC(=S)N2CCCCC2C)n1 (centres undefined)
→ -11.5%	-0.6	-9.4%	1.1	-16.2%	12.0%	-0.8	15.5%
> CC1CCN(c2ccccc2NC(=S)NC(=O)c2ccc(-c3cccc([N+](=O)[O-])c3)o2)CC1
→ -11.3%	-1.0	-4.2%	-0.2	-2.1%	11.7%	-4.6	4.8%
> CN(C)Cc1ccc(O)c(CCc2ccccc2)n1
→ -21.7%	0.1	-9.3%	3.2	0.0%	4.6%	-0.8	15.2%
> CC(C)n1c(SCC(=O)Nc2ccc(N3CCOCC3)cc2)nnc1-c1ccco1
→ -8.0%	-2.6	-2.9%	3.0	13.1%	4.8%	2.0	-2.6%
> CC1CC2(C)C(=CC1=O)CCC1C2C(O)CC2(C)C1CCC2(O)C(=O)CO (centres undefined)
→ -2.4%	-1.0	-6.1%	-1.7	-0.6%	4.0%	-3.4	7.5%
> COCCNC(=O)c1ccc(C2SCC(=O)N2Cc2ccco2)cc1 (centres undefined)
→ -11.9%	0.7	7.9%	0.8	0.5%	5.3%	-4.1	-14.5%
> O=C(/C=C/c1ccc([N+](=O)[O-])cc1)NCCSc1ccccc1
→ -1.1%	-0.8	-9.0%	/	9.6%	10.9%	1.6	9.1%
> Cc1ccccc1NC(=O)C1CCCN1S(=O)(=O)c1ccccc1C(F)(F)F (centres undefined)
→ -7.7%	-0.1	-21.1%	6.7	-16.7%	3.2%	0.4	0.3%
> CN(C)/C=C/C(=O)c1ccc(OCCN(C)c2ccccn2)cc1
→ -6.1%	-1.3	-19.7%	-23.6	-18.2%	-1.5%	-0.9	6.0%
> O=C(CSc1ncn[nH]1)N1CCOCC1
→ -4.8%	-3.0	-3.3%	0.8	-3.6%	4.3%	-2.4	1.2%
> CN(c1ncnc(N)c1[N+](=O)[O-])C1CCS(=O)(=O)C1 (centres undefined)
→ -7.7%	0.2	1.5%	-3.9	-3.5%	9.6%	-1.9	6.0%
> COc1ccc(-c2c3c(=O)n(C)c(=O)n(C)c3cn2-c2cccc(OC)c2)cc1
→ -16.8%	3.1	-2.1%	/	-5.6%	18.0%	0.3	9.9%
> O=C(CSCc1nc2ccccc2[nH]1)N1CCN(c2cccc(Cl)c2)CC1
→ -10.0%	-1.4	2.4%	/	-12.0%	11.1%	0.0	9.6%
> Cc1cccc(-n2c(C)nc3sccc3c2=O)c1
→ -5.4%	-3.3	9.9%	4.2	3.9%	4.3%	0.6	-1.6%
> c1csc(CSc2nnc3sc4ccccc4n23)c1
→ -0.7%	-5.4	-19.5%	5.6	1.7%	4.9%	-0.9	3.6%
> N#Cc1cccc(NC(=O)CN2CCCCCC2)c1
→ -0.6%	-1.2	-14.1%	1.6	-13.3%	-0.3%	-0.4	10.1%
> O=C(/C=C/c1c(F)cccc1Cl)Nc1cccnc1
→ 2.5%	0.2	1.6%	-20.4	-5.9%	5.1%	-1.7	3.3%
> O=C1CC(N2CCC(c3nc4ccccc4o3)CC2)C(=O)N1c1ccc(Cl)c(C(F)(F)F)c1 (centres undefined)
→ -24.6%	-3.1	-14.4%[57.1 µM]	/	-6.1%	12.5%	-3.6	23.4%
> CN(CCOc1ccccc1)Cc1ccccc1
→ -14.4%	-0.5	-2.5%	0.1	-2.9%	5.0%	-0.9	-0.3%
> CCOC(=O)c1sc(NC(=O)c2ccncc2)nc1C
→ -5.3%	-0.6	2.4%	5.6	-15.5%	-2.9%	0.7	-1.1%
> C/C(=N\NC(=O)Cn1c(-c2ccccn2)nc2ccccc21)c1cccc(O)c1
→ 8.4%	-0.3	5.0%	-6.0	19.7%	-6.2%	2.7	0.8%
> N/C(=N\O)C1COc2ccccc2O1 (centres undefined)
→ -6.3%	-3.5	5.5%	-3.8	-2.5%	12.2%	-1.5	7.3%
> NC(CCc1ccccc1)c1csc(NC(=O)NCCc2ccccc2)n1 (centres undefined)
→ 5.0%	-1.0	4.6%[57.1 µM]	15.0	3.9%	9.5%	0.7	-1.2%
> COc1ccc(CC(=O)Nc2nc(OCC(F)(F)F)cnc2-c2ccc(Cl)cc2Cl)cc1
→ -1.0%	-0.3	4.0%[57.1 µM]	-0.1	?	-3.9%	0.3	-11.6%
> O=C(COc1ccccc1Cl)Nn1cnnc1
→ 0.9%	-0.7	1.0%	-4.6	4.8%	9.2%	-1.9	4.5%
> CN(C)c1ccc(N=Nc2ccc(C(=O)O)cc2)cc1
→ ?	-4.7	?	?	?	0.6%	1.2	0.3%

An excerpt; the hit share may differ from the screen's.
